UHRF1 binding – UHRF1 methylated DNA binding inhibitors, primary screen, counter-screen for MBD2 inhibitor project, biochemical, TR-FRET, human UHRF1, single concentration. UHRF1 binding to methylated oligo. actives 0.75% (n = 370,000). AID 687016, 2013. E3 ubiquitin-protein ligase UHRF1 (Homo sapiens), Q96T88. inhibition, % at 4.4 µM; in the data active = inhibition above about 21%;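 note: UHRF1 SRA domain binding a hemimethylated CpG hairpin DNA probe; 0% = median of test compound wells and 100% = reference inhibitor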
ARFGAP1 inh – inhibitors of rat ARFGAP1 GAP activity, primary screen, biochemical, fluorescence polarization, GDP tracer; ADP-ribosylation factor GTPase-activating protein 1 (Rattus norvegicus), Q62848; Arfgap1-stimulated ARF1 GTP hydrolysis, GDP FP detection; inhibition, % at 16.5 µM; actives 0.26% (n = 360,000);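 active = inhibition above a per-plate limit, mean inhibition of low control wells plus 3 SD, cut at about 25% in these data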;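 note: 0% = DMSO wells with enzyme and 100% = wells lacking Arfgap1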
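Material: truncated rat Arfgap1 GAP domain; Incubation: compound-enzyme preincubation 20 min, reaction 120 min, detection 60 min, 25 °C; Read-out: percent inhibition of Arfgap1-stimulated GTP hydrolysis; Technique: FP, GDP Alexa 633 tracer displaced from anti-GDP antibody, 620/688 nm; Controls: No-Arfgap1 wells (100%) versus DMSO full-reaction wells (0%); Replication: single well per compound.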
MBD2 inh – inhibitors of MBD2 binding to methylated DNA, primary screen, biochemical, TR-FRET, DNA-binding domain, human | Methyl-CpG-binding domain protein 2 (Homo sapiens), Q9UBB5 | MBD2 binding to methylated oligonucleotide | inhibition, % at 4.4 µM | actives 0.31% (n = 370,000) | AID 686964, 2013; in the data active = inhibition above about 13%
KLK7 zymogen act – proKLK7 zymogen activators, primary screen, biochemical, fluorescence intensity | Kallikrein-7 (Homo sapiens), P49862 | purified proKLK7, EDANS-DABCYL substrate fluorescence; 100% is mature enzyme control, 0% vehicle | activation, % at 7 µM | actives 0.9% (n = 370,000);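 active = activation above the mean of all tested compounds plus 3 SD, computed per campaign excluding outliers beyond control limits, cut at about 13% in these data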
ADAM17 inh – ADAM17 inhibitors, primary screen, biochemical, QFRET | Disintegrin and metalloproteinase domain-containing protein 17 (Homo sapiens), P78536 | recombinant ADAM17, EDANS/DABCYL FRET peptide cleavage | inhibition, % at 6.95 µM | actives 0.83% (n = 370,000);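 active = inhibition above the mean of compounds lying between control limits plus 3 SD, set per campaign, cut at about 8.5% in these data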;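 note: 0% = DMSO-only wells as the low control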
DDE Tn6 FP inh – inhibitors of Tn6 peptide binding to fibrin DD(E), primary screen, biochemical, fluorescence polarization, human fibrin, Tn6 probe | inhibition, % at 8.3 µM | Fibrin DD(E) TRITC-Tn6 fluorescence polarization displacement | actives 0.21% (n = 370,000) | Fibrinogen beta chain (Homo sapiens), P02675;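 active = inhibition above a per-campaign cutoff: mean of compounds within control limits plus 3 SD, cut at about 15% in these data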;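 note: 0% = median of all compound wells on the plate and 100% = blocking peptide control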
PLC-gamma1 inh – PLC-gamma1 enzyme inhibitors, primary screen, biochemical, fluorescence, purified enzyme. fluorogenic substrate. inhibition, % at 12.2 µM. actives 0.84% (n = 370,000). AID 720700, 2013; in the data active = inhibition above about 9.5%
Tn7 DDE FP – inhibitors of Tn7 peptide binding to fibrin DD(E), primary screen, biochemical, fluorescence polarization, human fibrin, Tn7 probe | FP displacement of FITC-Tn7 peptide from fibrin DD(E); 0% = median of compound wells per plate | inhibition, % at 8.3 µM | actives 0.13% (n = 370,000) | AID 720508, 2013;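 active = inhibition above the mean of compounds falling within the control limits plus 3 SD of them, cut at about 14% in these data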;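 note: 0% = plate median of compound wells and 100% = 10 µM Aha-Tn7 peptide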
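Test system – human fibrin DD(E) · Times – 10 min preincubation, 3 h with tracer, room temperature · Detection – fluorescence polarization of the labelled Tn7 tracer · Measure – percent inhibition normalized to high-control wells · Benchmarks – high control wells with 10 µM unlabelled Aha-Tn7 peptide (full inhibition) · Repeats – singlicate testing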
ASAP1 GAP inh – inhibitors of human ASAP1 ArfGAP activity, primary screen, biochemical, fluorescence polarization; Arf-GAP with SH3 domain, ANK repeat and PH domain-containing protein 1 (Homo sapiens), …; inhibition, % at 16.5 µM; actives 0.19% (n = 360,000); ASAP1-stimulated ARF1 GTP hydrolysis, GDP FP detection; in the data active = inhibition above about 25%;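 note: 0% = vehicle with enzyme and substrate and 100% = no enzyme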
PLC-beta3 inh – human PLC-beta3 inhibitors, primary screen, biochemical, fluorescence; inhibition, % at 12.2 µM; AID 720704, 2013; 1-phosphatidylinositol 4,5-bisphosphate phosphodiesterase beta-3 (Homo sapiens), Q01970; actives 0.18% (n = 370,000); Purified PLC-beta3, fluorogenic substrate; in the data active = inhibition above about 11%;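 note: 0% = median of compound wells on plate and 100% = full blocker control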
Target sequence (Q01970 whole entry, looked up): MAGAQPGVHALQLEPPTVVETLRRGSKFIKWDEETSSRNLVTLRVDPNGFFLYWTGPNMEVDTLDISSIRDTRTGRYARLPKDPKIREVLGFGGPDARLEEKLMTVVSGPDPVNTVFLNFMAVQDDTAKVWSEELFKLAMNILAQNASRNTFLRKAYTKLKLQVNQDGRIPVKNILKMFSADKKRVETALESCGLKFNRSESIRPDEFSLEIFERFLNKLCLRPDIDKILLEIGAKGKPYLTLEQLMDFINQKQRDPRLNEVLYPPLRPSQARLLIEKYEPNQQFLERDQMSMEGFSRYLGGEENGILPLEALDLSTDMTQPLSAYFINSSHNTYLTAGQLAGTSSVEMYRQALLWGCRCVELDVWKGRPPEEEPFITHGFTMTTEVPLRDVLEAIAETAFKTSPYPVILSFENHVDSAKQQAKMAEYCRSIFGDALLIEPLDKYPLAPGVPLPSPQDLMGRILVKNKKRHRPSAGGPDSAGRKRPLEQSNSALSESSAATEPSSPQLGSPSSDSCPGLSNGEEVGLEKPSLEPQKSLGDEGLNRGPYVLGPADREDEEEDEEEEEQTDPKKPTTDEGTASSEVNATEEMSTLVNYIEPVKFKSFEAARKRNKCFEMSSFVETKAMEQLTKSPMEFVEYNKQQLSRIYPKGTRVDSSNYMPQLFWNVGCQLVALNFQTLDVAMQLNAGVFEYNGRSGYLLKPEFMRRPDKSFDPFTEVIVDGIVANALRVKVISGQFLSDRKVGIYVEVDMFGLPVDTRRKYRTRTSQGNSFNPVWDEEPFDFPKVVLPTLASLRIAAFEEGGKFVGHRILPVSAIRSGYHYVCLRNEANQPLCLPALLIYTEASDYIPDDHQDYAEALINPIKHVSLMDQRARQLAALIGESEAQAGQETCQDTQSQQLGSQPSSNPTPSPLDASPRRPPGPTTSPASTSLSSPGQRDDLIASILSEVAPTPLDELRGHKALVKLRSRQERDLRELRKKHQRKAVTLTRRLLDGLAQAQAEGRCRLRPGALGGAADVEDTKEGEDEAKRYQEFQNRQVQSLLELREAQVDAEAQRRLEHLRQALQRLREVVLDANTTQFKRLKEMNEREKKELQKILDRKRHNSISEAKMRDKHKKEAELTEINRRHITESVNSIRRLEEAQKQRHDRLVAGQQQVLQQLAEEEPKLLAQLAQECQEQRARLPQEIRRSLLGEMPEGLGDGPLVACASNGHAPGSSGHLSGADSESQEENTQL
* = called active by the depositor; / = no result given.

SMILES	UHRF1 binding	ARFGAP1 inh	MBD2 inh	KLK7 zymogen act	ADAM17 inh	DDE Tn6 FP inh	PLC-gamma1 inh	Tn7 DDE FP	ASAP1 GAP inh	PLC-beta3 inh
COc1cc(OC)cc(C(=O)N2CCC(N3CCN(c4ccccc4OC)CC3)CC2)c1	5	9	1	-0.2	2	2	2	-1	-12	-57
CN(C)S(=O)(=O)c1cc(C(=O)OCCn2cnc3c2c(=O)n(C)c(=O)n3C)ccc1Cl	-1	2	-2	-0.2	0	2	2	1	17	1
CCOc1cc(/C=N/N=C2/NC(=O)C(CC(=O)O)S2)ccc1OCc1ccccc1Cl (stereo unspecified)	4	-11	3	-0.2	5	-1	-2	3	3	2
O=C(COC(=O)c1ccccc1Cl)NC1CCCCCC1	-1	3	-2	0.1	-4	5	3	-4	-6	-2
CCN1C/C(=C/c2cccc([N+](=O)[O-])c2)C(=O)/C(=C/c2cccc([N+](=O)[O-])c2)C1	6	-5	9	-0.7	1	-5	6	1	-6	-6
CC1=[N+](CC(=O)NC(C)(C)C)CCc2ccccc21	0	2	0	-0.5	1	-4	0	3	-7	0
COC(=O)Cn1c(=NC(=O)CSCC(=O)Nc2cc(C)on2)sc2cc(C(=O)OC)ccc21	2	-7	-1	0.4	-2	-10	2	1	-17	-2
CC1CCN(S(=O)(=O)c2ccc3c(c2)N(CC(=O)NCCCOC(C)C)C(=O)CO3)CC1	4	-3	0	-0.4	-1	-1	3	1	-1	-7
COC(=O)C1CN(Cc2cn(Cc3ccc(Cl)cc3)nn2)CCS(=O)(=O)N1Cc1ccc(OC)cc1 (stereo unspecified)	11	/	4	0.2	-2	-6	-10	-4	/	-19
COc1cccc(C(=O)NC(C)c2ccc(Br)cc2)c1 (stereo unspecified)	6	-9	-3	0.1	0	8	0	6	6	0
O=C(Nc1ccccc1)c1ccccc1OCc1cccc([N+](=O)[O-])c1	5	6	6	-0.3	-5	-3	-4	6	9	-3
O=C(C1CCN(S(=O)(=O)c2cccc([N+](=O)[O-])c2)CC1)N1CCOCC1	0	7	-1	0.2	-5	4	-4	14*	-1	0
Cc1cc(OC(C)C(=O)NCC2CCC(C(=O)O)CC2)c2c(C)cc(=O)oc2c1 (stereo unspecified)	1	9	1	13*	-163	-3	-186	-1	5	-242
Cc1nnc(NC(=O)CN2CCN(Cc3ccccc3)CC2)s1	-1	-7	2	-0.5	-2	-1	-1	6	3	-4
COc1ccc(/C=C/C(=O)N2CCN(c3ccccn3)CC2)c(OC)c1OC	4	2	-2	0.6	2	0	4	-7	-7	-7
Cc1ccc(C(=O)OCC(=O)NCc2cccs2)s1	-4	0	4	0.0	-2	-3	5	3	3	-2
O=C(C1CCN(CCc2ccccc2)CC1)N1CCOCC1	1	8	2	-0.5	0	4	-1	10	-11	-1
CC(=O)Nc1ccc2c(c1)N(C(=O)CN(C)C)c1ccccc1CC2	-6	-2	-8	5.7	-44	5	-90	0	16	-129
O=C1c2ccccc2C(=O)N1CSc1nnc(Nc2ccccc2)s1	0	2	2	-0.5	-3	-2	-1	-1	9	4
Cc1ccc(/C=N/NC(=O)c2ccc(-c3ccccc3)cc2)o1	-2	-1	-1	1.0	-2	-9	-40	-3	-9	-75
COc1ccc(C(=O)Oc2ccc3c(C)cc(=O)oc3c2C(C)=O)cc1	-1	-10	-5	4.6	-3	4	-8	2	2	-7
CCN(CC(=O)Nc1c(F)cccc1F)C(=O)CCNC(=O)c1ccco1	6	21	3	0.4	1	-11	3	-2	-3	-2
CSc1nc2c(c(=O)[nH]1)C(c1cccc(Br)c1)CC(=O)N2 (stereo unspecified)	-2	1	3	-0.1	-3	4	3	3	-10	-1
CCOC(=O)Cn1c(CN2CCOCC2)nc2c1c(=O)n(C)c(=O)n2C	1	19	0	0.1	0	1	-1	-8	-5	3
Nc1cc(N)nc(SCc2ccccc2)n1	-1	-14	2	0.0	-3	8	-1	4	-1	-1
O=C(CSc1nc2ccccc2s1)N1N=C(c2cccs2)CC1c1ccc(F)cc1 (stereo unspecified)	-2	0	-4	-22	-8	-2	-53	1	-3	-72
COC(=O)c1cccc(NC(=O)c2cc3sccc3n2C)c1	0	-3	5	-0.2	-4	-1	-1	1	6	-3
O=C(O)c1ccc(Cn2c(SCc3cc(=O)n4cc(Br)ccc4n3)nc3ccsc3c2=O)cc1	1	11	1	-0.1	-4	3	-4	-7	4	-4
Cc1c(NC(=O)CSc2nnc(COc3ccccc3)n2-c2ccccc2)c(=O)n(-c2ccccc2)n1C	19	-1	8	0.7	-2	7	0	2	2	1
CCCCN(C(=O)c1ccc2ccccc2c1)c1c(N)n(CCCC)c(=O)[nH]c1=O	-1	-4	6	-0.2	-6	4	1	-5	-11	-8
O=C(CSc1ccc(-c2ccccn2)nn1)N1CCCc2ccccc21	-2	0	-2	0.6	-3	-1	-1	-1	6	2
CCC(=O)N1CCN(c2ccccc2NC(=S)NC(=O)c2cccc([N+](=O)[O-])c2)CC1	7	1	-6	0.6	3	4	3	-2	-8	1
O=[N+]([O-])c1ccccc1S(=O)(=O)N(CC(O)CN1CCCCC1)c1ccccc1 (stereo unspecified)	3	21	-3	-0.3	-5	-7	1	-1	1	-11
CC1CCc2[nH]c3ccc(C(=O)O)cc3c2C1 (stereo unspecified)	3	10	0	1.4	-2	5	-3	-6	-3	-11
Cc1nc(-c2ccc(S(=O)(=O)Nc3cccc(Cl)c3)cc2)co1	-1	14	0	0.6	2	6	-2	0	5	-9
COc1ccc(/C=N\NC(=O)C2C(=O)NCC2c2ccccc2)cc1O (stereo unspecified)	-3	-5	-2	-0.6	-4	-2	-40	-7	-1	-36
CC(=O)c1ccc(OCCCC(=O)N2CCN(S(=O)(=O)c3cccs3)CC2)cc1	-1	1	2	0.8	-6	4	-2	0	-8	0
CCN1C(=O)C(CC(=O)Nc2ccc(OC)cc2)N(Cc2cccs2)C1=S (stereo unspecified)	-6	4	2	0.0	-1	-5	0	-9	6	4
CCN(CC)C(=O)C1CCCN(c2ncnc3c2cnn3-c2cccc(C)c2)C1 (stereo unspecified)	4	-6	1	0.1	-1	-6	3	2	-2	4
CC(C)CNC(=O)c1ccccc1NC(=O)/C=C/c1cccc([N+](=O)[O-])c1	0	-4	3	0.1	1	-1	1	6	-14	3

Two entries from above, field by field:
Cc1ccc(/C=N/NC(=O)c2ccc(-c3ccccc3)cc2)o1
  UHRF1 binding: -2 | ARFGAP1 inh: -1 | MBD2 inh: -1 | KLK7 zymogen act: 1.0 | ADAM17 inh: -2 | DDE Tn6 FP inh: -9 | PLC-gamma1 inh: -40 | Tn7 DDE FP: -3 | ASAP1 GAP inh: -9 | PLC-beta3 inh: -75

CCOC(=O)Cn1c(CN2CCOCC2)nc2c1c(=O)n(C)c(=O)n2C
  UHRF1 binding: 1 | ARFGAP1 inh: 19 | MBD2 inh: 0 | KLK7 zymogen act: 0.1 | ADAM17 inh: 0 | DDE Tn6 FP inh: 1 | PLC-gamma1 inh: -1 | Tn7 DDE FP: -8 | ASAP1 GAP inh: -5 | PLC-beta3 inh: 3

Remaining list, next part
SMILES	UHRF1 binding	ARFGAP1 inh	MBD2 inh	KLK7 zymogen act	ADAM17 inh	DDE Tn6 FP inh	PLC-gamma1 inh	Tn7 DDE FP	ASAP1 GAP inh	PLC-beta3 inh
COc1cccc(NC(=O)C2(C)CCN2Cc2cccc(OC)c2F)c1 (stereo unspecified)	-2	6	3	-0.1	1	-9	4	-1	-1	3
CS(=O)(=O)N(Cc1ccccc1)c1ccc(C(=O)NCc2cccnc2)cc1	-3	-8	0	-0.6	-7	2	-1	5	2	1
O=C(NCc1cccnc1)c1ccc(S(=O)(=O)N2CCCCCC2)cc1	11	11	7	-0.3	-3	-7	2	5	-16	-3
CN1OC[C@@H]2CN(S(=O)(=O)c3cccc4ccccc34)[C@H](c3ccc(-c4ccccc4)cc3)C[C@@H]21	-2	5	-2	0.2	7	-6	2	11	-1	-7
C=CCn1cc(C(C)=O)c(=O)[nH]c1=O	-2	-1	3	0.6	-3	-3	2	-2	7	3
CN(C(=O)CC1C(=O)NCCN1Cc1ccc(F)c(F)c1)C1CCOCC1 (stereo unspecified)	-6	-11	1	0.6	-5	9	-14	9	6	-19
Cc1cc(Cl)ccc1OCC(=O)OCC(=O)Nc1ccc(Cl)cn1	-2	5	-5	0.1	0	4	-5	0	3	-4
COc1ccc(/C=C2/SC(=O)N(CCC(=O)Nc3ccc(C)cc3)C2=O)cc1OC	1	1	-5	0.0	-2	0	1	-1	4	2
Cc1ccccc1-n1c(Cn2c(=O)sc3ccccc32)nnc1SCC(=O)NCC1CCCO1 (stereo unspecified)	-4	1	1	0.0	0	0	1	2	13	4

Sorted by the number under ARFGAP1 inh (smallest number first): 3 of the compounds above
| Compound | ARFGAP1 inh |
| --- | --- |
| CN(C(=O)CC1C(=O)NCCN1Cc1ccc(F)c(F)c1)C1CCOCC1 (stereo unspecified) | -11 |
| C=CCn1cc(C(C)=O)c(=O)[nH]c1=O | -1 |
| CN1OC[C@@H]2CN(S(=O)(=O)c3cccc4ccccc34)[C@H](c3ccc(-c4ccccc4)cc3)C[C@@H]21 | 5 |

Sorted by molar mass (descending): three of the compounds above
SMILES	UHRF1 binding	ARFGAP1 inh	MBD2 inh	KLK7 zymogen act	ADAM17 inh	DDE Tn6 FP inh	PLC-gamma1 inh	Tn7 DDE FP	ASAP1 GAP inh	PLC-beta3 inh
Cc1ccccc1-n1c(Cn2c(=O)sc3ccccc32)nnc1SCC(=O)NCC1CCCO1 (stereo unspecified)	-4	1	1	0.0	0	0	1	2	13	4
CS(=O)(=O)N(Cc1ccccc1)c1ccc(C(=O)NCc2cccnc2)cc1	-3	-8	0	-0.6	-7	2	-1	5	2	1
CN(C(=O)CC1C(=O)NCCN1Cc1ccc(F)c(F)c1)C1CCOCC1 (stereo unspecified)	-6	-11	1	0.6	-5	9	-14	9	6	-19

High-throughput results from PubChem BioAssay.
